# SENP6 block = blocks the human protease SENP6; Q9GZR1; Recombinant SENP6 catalytic domain, aminoluciferin luminescence; inhibition, % at 10 µM; hit rate 1.8% among 330,000;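 active = inhibition above about 50% at the single tested dose, limit read from the data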;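 also: plate controls were DMSO wells with enzyme for no effect and DMSO wells lacking enzyme for full effect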
# Target sequence (Q9GZR1 628-1112 limits assumed): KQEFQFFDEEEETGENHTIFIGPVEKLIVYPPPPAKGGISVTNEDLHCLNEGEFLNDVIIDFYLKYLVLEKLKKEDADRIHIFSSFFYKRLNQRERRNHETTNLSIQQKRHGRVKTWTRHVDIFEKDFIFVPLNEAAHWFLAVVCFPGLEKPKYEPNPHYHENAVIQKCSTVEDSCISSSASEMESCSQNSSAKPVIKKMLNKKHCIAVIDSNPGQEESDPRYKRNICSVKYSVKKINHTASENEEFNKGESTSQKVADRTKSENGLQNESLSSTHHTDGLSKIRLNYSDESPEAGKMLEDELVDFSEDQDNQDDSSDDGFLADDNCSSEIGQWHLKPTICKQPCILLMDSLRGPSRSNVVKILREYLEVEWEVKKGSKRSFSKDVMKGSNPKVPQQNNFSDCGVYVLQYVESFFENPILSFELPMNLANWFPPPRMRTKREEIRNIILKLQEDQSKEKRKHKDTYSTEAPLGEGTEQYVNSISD
# SENP8 block-1 = inhibitors of human SENP8 protease | AID 602440 | hit rate 0.64% among 360,000 | recombinant SENP8, Nedd8 substrate fluorescence | Q96LD8 | inhibition, % at 20 µM; in the data active = inhibition mostly above about 40%, no sharp cut-off; inactive = mostly below about 27%
# Target sequence (Q96LD8 whole entry, looked up): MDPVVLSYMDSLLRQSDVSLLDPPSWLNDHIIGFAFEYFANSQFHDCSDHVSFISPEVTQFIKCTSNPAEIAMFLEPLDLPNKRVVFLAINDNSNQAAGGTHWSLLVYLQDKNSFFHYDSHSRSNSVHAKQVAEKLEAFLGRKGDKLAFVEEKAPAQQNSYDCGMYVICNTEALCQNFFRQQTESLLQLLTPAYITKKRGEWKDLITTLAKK
# Apaf1 inhib = inhibitors of human Apaf-1 apoptosome; AID 489030; hit rate 0.71% among 330,000; inhibition, % at 20 µM; reconstituted apoptosome caspase-3 activity, DEVD-Rh110 fluorescence; active = inhibition of at least 40% at 20 µM;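 also: plate controls were DMSO wells for no effect and DEVD-CHO caspase inhibitor wells for full effect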
#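 Assay system: Apoptosome proteins | Medium: pH 7.5 Hepes buffer with CHAPS, BSA, DTT | Also added: Cytochrome c and DEVD-Rh110 substrate | Times: 30 min plus 50 min, RT | Detection: Rhodamine 110 fluorescence at Ex 480/Em 540 nm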
# SENP1 FRET inh = blocks the human SENP1 SUMO protease catalytic domain; Q9P0U3; recombinant SENP1 catalytic domain, CyPet-SUMO1-YPet FRET cleavage; inhibition, % at 10 µM; hit rate 0.21% among 360,000;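 active = inhibition at least 30% at 10 µM, raw YFP signal under a set limit, fluorescence ratio 0.5 to 1.5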;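 also: 0% = enzyme with DMSO and 100% = no enzyme wells; some results filed as inactive read as strong as hits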
# Target sequence (Q9P0U3 419-644 limits assumed): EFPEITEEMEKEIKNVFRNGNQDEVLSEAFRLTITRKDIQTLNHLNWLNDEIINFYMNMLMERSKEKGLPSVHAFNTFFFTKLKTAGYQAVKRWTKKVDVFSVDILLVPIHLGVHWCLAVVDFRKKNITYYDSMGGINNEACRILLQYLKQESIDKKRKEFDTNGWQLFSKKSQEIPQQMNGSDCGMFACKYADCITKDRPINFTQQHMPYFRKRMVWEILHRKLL
#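 Test system: recombinant human SENP1 catalytic domain, His6-tagged / Medium: pH 8 Tris buffer with EDTA, NaCl, BME, BSA, NP40, catalase / Also added: SUMO1 FRET substrate flanked by Cypet and Ypet, 25 nM / Times: 50 min reaction at room temperature / Signal: FRET, CFP and YFP emission / Control set: no-enzyme low control and enzyme-plus-DMSO high control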
# HKDC1 inhibitor = HKDC1 (human) hexokinase inhibition | recombinant HKDC1, G6PDH/diaphorase resazurin coupled fluorescence | inhibition, % at 20 µM | hit rate 0.16% among 340,000 | AID 493160;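 active = inhibition above about 35% when tested at 20 µM, limit read from the data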;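 also: plate controls were DMSO wells with enzyme for no effect and DMSO wells lacking enzyme for full effect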
#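 Test system: Recombinant HKDC1 (HK5) hexokinase enzyme, produced in-house | Input: HKDC1 at 5 µg/mL | Buffer or medium: Tris pH 8.0 buffer with MgCl2, Tween-20, BSA, BME | Schedule: 90 min reaction incubation at room temperature, dark | Technique: Resazurin-to-resorufin fluorescence via G6PDH and diaphorase coupling, 525/613 nm | Controls: DMSO wells with and without enzyme mix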
# SENP7 block = SENP7 protease inhibition | Q9BQF6 | recombinant SENP7, Z-RLRGG-aminoluciferin luminescence, 40 min | inhibition, % at 5 µM | hit rate 1.5% among 330,000;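 active = inhibition above about 50% at the single test dose, limit read from the data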;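 also: plate controls were DMSO with enzyme for no effect and no enzyme buffer wells for full effect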
# PfGluPho inh = PfG6PD (Plasmodium falciparum) enzyme inhibition; PfGluPho enzyme, NADPH resazurin-diaphorase fluorescence; inhibition, % at 20 µM; hit rate 0.78% among 350,000; AID 504690;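 active = inhibition reaching at least a set limit at 20 µM in the primary screen, cut at about 59% in these data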;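 also: 0% = DMSO wells with substrate and 100% = DMSO wells lacking glucose-6-phosphate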
# SENP8 block-2 = blocks the human protease SENP8 | purified SENP8, Z-RLRGG-aminoluciferin cleavage, luminescence | inhibition, % at 10 µM | hit rate 1.2% among 330,000 | AID 2540; in the data active = inhibition above about 50%
# * marks the source's active call; other numbers are inactive results; i = inactive; / = no result given.
SMILES,SENP6 block,SENP8 block-1,Apaf1 inhib,SENP1 FRET inh,HKDC1 inhibitor,SENP7 block,PfGluPho inh,SENP8 block-2
Cc1cc(N2CCOCC2)n2nc(C)c(-c3ccccc3Cl)c2n1,-23,-288,11,3,4,-8,-16,-9
O=C(NCC1CCN(Cc2ccccc2Cl)CC1)Nc1ccccc1F,-21,17,6,1,-5,-7,6,-10
COc1ccc2[nH]cc(C(=O)CN(C)CCc3ccc(OC)c(OC)c3)c2c1,5,-26,-12,-1,8,-9,-10,-8
O=C(Nc1ccccc1)c1ccc2c(c1)OCO2,85*,28,-4,1,-6,89*,-1,67*
CS(=O)(=O)N1CCCC(C(=O)N2CCN(c3cccc(Cl)c3)CC2)C1 (configuration not stated),6,-4,1,2,-8,7,-2,5
OC[C@H]1OC(Nc2ccc(N=Nc3ccccc3)cc2)[C@@H](O)[C@@H](O)[C@@H]1O (some centres not stated),-13,25,-7,1,-4,9,9,2
CN(Cc1c(F)cccc1Cl)C(=O)CCc1c[nH]c2ccccc12,-10,12,9,1,3,-5,-6,-7
COC(=O)C1=NNC(C(=O)OC)C1c1ccccc1 (configuration not stated),/,2,/,-2,-2,/,-1,/
O=C(NC1=NCCS1)c1ccc2c(c1)C(=O)N(Cc1ccco1)C2=O,-1,13,-1,1,-2,9,-3,3
COc1cnn(-c2ccccc2)c(=O)c1SCc1ccc(Cl)cc1Cl,-18,-18,11,1,10,4,66*,3
Cn1c(SCC(=O)NC(C)(C)C)nc(O)cc1=O,0,11,-10,3,-8,13,-6,-2
CC(C)c1ccccc1NC(=O)COC(=O)/C=C/c1cccc([N+](=O)[O-])c1,-5,10,-13,3,-13,11,13,0
NC(=O)c1cc(S(=O)(=O)NC2CCCCC2)co1,0,0,5,1,3,-7,-7,-8
COc1ccc(/C(C)=N/Nc2nncc3ccccc23)cc1,46,23,-1,2,-3,75*,15,46
COc1ccc(C)cc1NC(=O)CN1CCN(S(=O)(=O)c2ccc3ccccc3c2)CC1,10,9,12,0,0,-2,9,8
COC(=O)[C@]1(C)N[C@H](CN(C)C(=O)c2ccc(F)cc2)[C@@H]2C(=O)N(C)C(=O)[C@@H]21,-30,6,5,1,0,-8,-26,-23
O=C(CNC1CCCCCC1)Nc1ccc(S(=O)(=O)NC2CC2)cc1,8,-268,1,1,5,9,-10,-3
CCC1=Nc2cc(C(=O)N3CCCCC3)ccc2Sc2ccc(C)cc21,3,15,6,1,1,-7,-11,-1
COC(=O)c1cc(C(=O)Nc2cc(C)ccn2)cc([N+](=O)[O-])c1,2,-10,11,1,5,4,2,7
COC(=O)C1=C(CN2CCN(C)CC2)NC(=O)NC1c1cc(C)ccc1C (configuration not stated),4,31,-1,-1,4,3,-3,-4
CCOc1ccc2nc(NCCNC(=O)CC)c(C#N)cc2c1,13,-290,5,-22,12,9,11,5
C/C(=N\Nc1ccccc1)c1cccs1,/,-20,/,1,-2,/,-6,/
CC1(C)CC(=O)C2=C(C1)N(C1CCCCC1)C(=O)C2(O)C(F)(F)F (configuration not stated),0,4,-4,1,-2,2,-13,1
CCCC[C@@H]1CNC(=S)N1CCc1cccc(F)c1,-18,12,11,0,3,-11,1,-7
CCc1ccc(C(=O)N2CCCC2)s1,3,14,-1,0,-9,-17,0,-11
# New compounds follow.
SMILES,SENP6 block,SENP8 block-1,Apaf1 inhib,SENP1 FRET inh,HKDC1 inhibitor,SENP7 block,PfGluPho inh,SENP8 block-2
CC(C)c1cc(C(=O)Nc2cc(Br)ccc2O)no1,1,5,-1,-1,7,26,9,-4
Cc1cc(Nc2cccc(Cl)c2)nc(N2CCOCC2)n1,15,-2,11,3,-11,-2,21,-2
CC(=O)Nc1cccc(C(=O)Nc2ccccc2C(=O)O)c1,-11,17,2,0,-1,5,4,-12
CCc1nnc(NC(=O)CCC(=O)N2CCC(Cc3ccccc3)CC2)s1,11,9,12,1,-1,1,-18,5
Cc1cccc(C2c3c(n(C)c(=O)n(C)c3=O)N=C3c4ccccc4C(=O)C32)c1 (configuration not stated),/,35,/,4,-6,/,5,/
CCCN1C2CCCC1CC(NC(=S)Nc1cc(C)cc(C)c1)C2 (configuration not stated),-36,11,-5,2,-12,1,-4,2
Cc1ccc(S(C)(=O)=NS(=O)(=O)c2cccc3nsnc23)cc1 (configuration not stated),-12,0,-17,3,-6,10,-10,-2
Cc1ccc(N2CCN(c3ccc([N+](=O)[O-])cn3)CC2)c(C)c1,-23,17,10,3,0,-4,14,1
CCC1CCCCN1C(=O)c1ccc2nc(Cc3ccc(OC)cc3)oc2c1 (configuration not stated),9,14,11,2,1,2,2,2
CN(C)C(=O)CSc1ncnc2scc(-c3ccccc3)c12,2,1,0,0,-6,3,-11,-15
O=C(CN1CCN(S(=O)(=O)c2ccc3ccccc3c2)CC1)NC(=O)NC1CCCCC1,-5,12,40,-1,10,2,1,8
CC(C)NC(=O)C1CCCN(S(=O)(=O)c2cccc3nonc23)C1 (configuration not stated),-15,-5,0,1,1,8,-16,0
CCOP(=O)(OCC)C(Nc1ccc(C)cc1)c1ccco1 (configuration not stated),-18,10,4,1,-7,-2,-6,2
CC12CC(NC(=O)N1c1cccc(C(=O)NCc3ccccc3)c1)c1ccccc1O2 (configuration not stated),-11,/,4,/,/,-8,/,-3
Cc1scc(C(=O)N/N=C/c2ccc(OC(C)C)cc2)c1C,-18,19,9,-1,-6,-1,5,-18
COCCn1c(C)cc(/C=N/NC(=O)c2cc3ccccc3cc2O)c1C,-2,-255,3,-21,-26,3,-8,4
O=c1[nH]ncn1-c1cccc(C(F)(F)F)c1,-7,14,3,1,-1,2,8,-5
CCN(CC)S(=O)(=O)c1cccc(C(=O)Nc2cc3oc4ccccc4c3cc2OC)c1,-1,-23,-1,1,17,-1,-9,-12
Cc1c(NC(=O)C2CCCCC2)cc(C(=O)N2CCOCC2)cc1[N+](=O)[O-],-2,6,3,-1,-9,-7,5,-7
O=C(C1CCN(S(=O)(=O)c2ccc(Br)cc2)CC1)N1CCOCC1,2,8,8,1,-3,7,-7,3
CC1=C(C(=O)N2CCCC(N3CCN(c4ccccc4C)CC3)C2)OCCO1 (configuration not stated),-2,6,1,2,-3,2,13,4
O=C(COc1ccc(Br)cc1)Nc1ccc(Cc2ccncc2)cc1,-12,18,13,1,-4,5,-2,1
CCc1cccc(C)c1NC(=O)Cn1c(NCCO)nc2ccccc21,0,11,-7,-2,-9,-2,-13,-6
COc1ccc(C(=O)OCC(=O)Nc2ccc(N3CCOCC3)cc2)cc1,2,33,5,2,-6,1,-6,-12
COc1cccc(/C=C/C(=O)NNC(=O)c2ccncc2)c1,-8,-8,-5,1,-5,8,1,-11

# Sorted by the number under SENP7 block (rising): 4 of the compounds above.
mol | SENP7 block
COC(=O)[C@]1(C)N[C@H](CN(C)C(=O)c2ccc(F)cc2)[C@@H]2C(=O)N(C)C(=O)[C@@H]21 | -8
Cc1cc(Nc2cccc(Cl)c2)nc(N2CCOCC2)n1 | -2
CCc1nnc(NC(=O)CCC(=O)N2CCC(Cc3ccccc3)CC2)s1 | 1
Cc1ccc(S(C)(=O)=NS(=O)(=O)c2cccc3nsnc23)cc1 (configuration not stated) | 10

# Continuation:
SMILES,SENP6 block,SENP8 block-1,Apaf1 inhib,SENP1 FRET inh,HKDC1 inhibitor,SENP7 block,PfGluPho inh,SENP8 block-2
CC(NC(=O)Nc1ccccc1)C(c1cccs1)N1CCOCC1 (configuration not stated),-4,12,3,-1,-4,1,-3,-2
Cc1ccc(C)c2nc3sc(C(=O)O)cc3cc12,-28,-192,4,-3,-3,3,21,8
CCCCOc1ccc(C(=O)NCc2ccncc2)cc1,-11,13,6,2,-11,9,-4,1
O=C(Oc1ccc(OC(=O)c2ccco2)c(S(=O)(=O)c2ccc(Cl)cc2)c1)c1ccco1,-6,13,7,4,10,4,-14,0
Cc1ccc(Nc2nc(CSc3nnc(-c4ccccc4C)n3C)cs2)cc1,-5,6,23,0,0,-9,13,-16
O=C(CN1N=C(c2ccc(Cl)cc2)CCC1=O)NCc1cccnc1,-16,6,11,0,-14,1,-14,4
CC(=O)NCc1ccc(S(=O)(=O)N2CCCN(C)CC2)cc1,-6,14,6,1,-8,0,8,1
Cc1ccc(S(=O)(=O)/N=C2/NC(=O)/C(=C/c3cccnc3)S2)cc1,18,-1,-1,3,3,1,-18,5
CCOC(=O)c1cnc(-n2nc(C)cc2C)nc1Oc1ccccc1F,-9,15,-3,0,1,0,43,-6
c1coc(CN(Cc2ccco2)c2ncnc3c2oc2ccccc23)c1,3,-11,14,-3,0,3,-1,0
Cc1ccc(S(=O)(=O)NC(CC(=O)O)c2cccs2)cc1 (configuration not stated),-15,14,-12,-1,0,-2,2,10
CCc1ccc(NC(=O)CSc2nnc(Cn3c(=O)sc4ccccc43)n2C)cc1,-6,19,-6,1,-6,2,27,-1
O=C(NCCNC(=O)c1cnccn1)c1ccc(Cl)c(Cl)c1,-11,-1,4,-1,-5,-6,-9,-3
CCCCOc1ccccc1NC(=O)c1scc2c1OCCO2,/,14,/,2,-3,/,-14,/
COc1ccc(S(=O)(=O)N(C)c2ccc(C(=O)N3CCC(C(N)=O)CC3)cc2)cc1,-22,11,6,2,-12,2,6,8
CC1C2CC(CC1(C)C)N(C(=O)Nc1ccc3nccnc3c1)C2 (configuration not stated),-14,-429,17,-36,17,-1,35,3
Cn1cc(CN2CCC(C(O)CCc3ccccc3)CC2)c(-c2ccccc2F)n1 (configuration not stated),-5,14,-8,-2,-3,-2,5,-5
CCOC(=O)C1(CC2CCCCO2)CCN(Cc2c(C)cc(C)cc2-n2cccn2)CC1 (configuration not stated),-23,12,-24,0,-2,-3,-1,1
C[C@@H]1CCC[C@]2(O[C@@H](CCO)C[C@H](O)[C@H]2O)O1,-7,8,2,0,-6,-16,-1,-13
COc1ccc(S(=O)(=O)NC(C)C(=O)NCc2cccnc2)cc1Cl (configuration not stated),-25,-2,3,0,0,1,8,1
COc1ccc(C(=O)N2CCN(c3ccccc3OC)CC2)cc1,-6,5,5,3,-10,1,-9,8
c1ccc(CSc2ncnc3c2cnn3Cc2ccccc2)cc1,-1,4,-7,1,6,-1,-6,-5
COC(=O)CSc1ncnc2c1sc1nc(N3CCOCC3)c3c(c12)CCCC3,-15,i,33,-1,1,-3,19,-15
CSc1ccc(/C=N/NC(=O)c2cccc(O)c2)cc1,91*,-257,7,2,-1,90*,24,75*
Cc1cc(NC(=O)CSc2nc(=O)n(CCN(C)C)c3c2CCCC3)no1,-6,6,3,0,-7,5,0,1
Cc1cnc(C(=O)OCC(=O)c2ccccc2)cn1,-10,-1,4,0,-8,5,13,-4
CCCCc1cc(=O)oc2cc(OCC(=O)NCC3CCC(C(=O)O)CC3)ccc12 (configuration not stated),2,-64,-3,2,3,-2,-14,3

# Compound profiles (already shown). Order of screens: SENP6 block	SENP8 block-1	Apaf1 inhib	SENP1 FRET inh	HKDC1 inhibitor	SENP7 block	PfGluPho inh	SENP8 block-2
# `CCC1CCCCN1C(=O)c1ccc2nc(Cc3ccc(OC)cc3)oc2c1` (configuration not stated) is entered as 9	14	11	2	1	2	2	2
# `CCCN1C2CCCC1CC(NC(=S)Nc1cc(C)cc(C)c1)C2` (configuration not stated) is entered as -36	11	-5	2	-12	1	-4	2
# `CCN(CC)S(=O)(=O)c1cccc(C(=O)Nc2cc3oc4ccccc4c3cc2OC)c1` is entered as -1	-23	-1	1	17	-1	-9	-12

# High-throughput results as filed in PubChem BioAssay.
